Screens deposited in PubChem by several laboratories.
MLLE-PAM2 inh = blocks PAM2 peptide binding to the PABP1 MLLE domain. GST-MLLE / FITC-PAM2 fluorescence polarization. inhibition, % at 20 µM. 360,000 tested, 0.36% active. AID 588489; in the data active = inhibition above about 35%, passing the limit was not always enough;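 also: plate controls were DMSO wells with GST-MLLE for no effect and wells lacking GST-MLLE protein for full effect; some results filed as inactive read as strong as hits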
Target sequence (P11940 whole entry, looked up, the tested form may be a part): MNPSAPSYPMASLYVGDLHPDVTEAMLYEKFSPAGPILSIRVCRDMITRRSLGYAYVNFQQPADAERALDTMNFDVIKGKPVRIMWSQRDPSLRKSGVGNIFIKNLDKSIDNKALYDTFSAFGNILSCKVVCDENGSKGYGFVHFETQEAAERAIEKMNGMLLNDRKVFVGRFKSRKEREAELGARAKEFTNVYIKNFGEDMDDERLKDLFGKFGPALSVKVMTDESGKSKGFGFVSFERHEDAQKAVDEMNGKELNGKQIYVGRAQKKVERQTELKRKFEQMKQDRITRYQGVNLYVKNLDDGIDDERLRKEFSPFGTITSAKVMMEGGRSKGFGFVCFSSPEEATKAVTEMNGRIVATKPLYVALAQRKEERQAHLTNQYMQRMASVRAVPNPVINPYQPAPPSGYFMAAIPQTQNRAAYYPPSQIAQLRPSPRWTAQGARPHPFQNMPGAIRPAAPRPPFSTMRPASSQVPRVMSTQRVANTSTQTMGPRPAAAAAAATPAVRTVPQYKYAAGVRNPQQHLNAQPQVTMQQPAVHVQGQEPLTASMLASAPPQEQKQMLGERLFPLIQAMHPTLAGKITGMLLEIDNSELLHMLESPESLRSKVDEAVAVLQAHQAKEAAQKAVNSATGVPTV
Neddylation inh = cullin neddylation inhibition. P61081+Q13564. TR-FRET cullin neddylation, biochemical. calls only at 25 µM. 360,000 tested, 0.58% active. AID 651699; in the data active = inhibition above about 36%
FAS TE block = inhibitors of human fatty acid synthase thioesterase domain; 360,000 tested, 0.67% active; recombinant FAS-TE, OMFH fluorogenic substrate, fluorescence endpoint; inhibition, % at 15 µM; P49327;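 active = compounds whose normalised, plate-corrected inhibition of enzyme fluorescence in the single-dose primary screen is 50% or more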;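 also: 0% = DMSO with enzyme and 100% = substrate without enzyme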
MsrA inh = inhibits bovine methionine sulfoxide reductase A; purified bovine MsrA, absorbance read-out; inhibition, % at 15.5 µM; 360,000 tested, 0.75% active; AID 651718; in the data active = inhibition above about 4.5%;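 also: 0% = vehicle wells with enzyme and 100% = reference inhibitor wells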
E coli Lon inh = inhibits E. coli Lon protease; P0A9M0; purified E. coli Lon protease, fluorescence polarization; inhibition, % at 7.94 µM; 360,000 tested, 0.42% active; AID 602123; in the data active = inhibition above about 13%, passing the limit was not always enough;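 also: 0% = enzyme with probe and DMSO and 100% = no enzyme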
Tb MetRS inh = Trypanosoma brucei MetRS inhibition; 360,000 tested, 0.4% active; purified T. brucei MetRS, ATP depletion, Kinase-Glo luminescence; inhibition, % at 11.9 µM;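 active = inhibition above a per-plate cutoff of the control wells' mean inhibition plus 3 SD, cut at about 5.5% in these data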;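 also: 0% = DMSO wells median and 100% = median of wells with control inhibitor compound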
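Dosing: 11.9 µM compound single dose, 0.9% DMSO; Assay system: purified T. brucei MetRS enzyme; Measured by: Kinase-Glo luciferase luminescence reporting remaining unconsumed ATP; Schedule: 15 min plus 2 h at 25 °C.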
MsrA act = bovine methionine sulfoxide reductase A activation. purified bovine MsrA, absorbance read-out. activation, % at 10.6 µM. 360,000 tested, 0.3% active. AID 602163; in the data active = activation above about 7.5%;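 also: 0% = vehicle and 100% = reference activator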
CSN deneddyl inh = blocks human CSN-mediated cullin deneddylation | Purified CSN, SCF-Nedd8-OG deneddylation, fluorescence polarization | inhibition, % at 12.5 µM | 360,000 tested, 0.38% active;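 active = pattern-corrected inhibition above about 35%, with an unprinted fluorescence ratio check between 0.5 and 1.5, limit read from the data, passing the limit was not always enough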;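 also: 0% = enzyme with substrate and 100% = substrate without enzyme; some results filed as inactive read as strong as hits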
Target sequence (Q92905 whole entry, looked up, one chain of several): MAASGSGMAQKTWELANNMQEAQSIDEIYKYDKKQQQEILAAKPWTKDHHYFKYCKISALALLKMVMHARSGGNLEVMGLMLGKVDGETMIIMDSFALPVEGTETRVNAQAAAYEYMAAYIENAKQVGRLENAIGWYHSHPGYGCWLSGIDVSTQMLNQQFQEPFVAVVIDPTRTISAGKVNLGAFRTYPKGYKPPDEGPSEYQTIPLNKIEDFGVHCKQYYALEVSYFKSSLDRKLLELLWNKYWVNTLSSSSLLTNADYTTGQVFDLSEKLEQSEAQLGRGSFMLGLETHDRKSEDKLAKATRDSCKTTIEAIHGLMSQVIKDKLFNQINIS
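Assay system: purified human Csn5 enzyme expressed in HEK293T cells; Input: 0.24 nM Csn5 enzyme, final concentration; Reagent: 10 nM SCFSkp2-Nedd8OG; Compound dosing: 12.5 µM single point; Times: reaction 90 min, room temperature; Technique: fluorescence polarization readout.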
Rin1 Abl inh = human Rin1-Abl interaction inhibition. P00519+Q13671. TR-FRET Rin1/Abl binding, biochemical. inhibition, % at 7.35 µM. 360,000 tested, 0.4% active. AID 588664; in the data active = inhibition above about 5%, passing the limit was not always enough
Active calls of the source: *; i = inactive; . = no result given.

Value order: MLLE-PAM2 inh	Neddylation inh	FAS TE block	MsrA inh	E coli Lon inh	Tb MetRS inh	MsrA act	CSN deneddyl inh	Rin1 Abl inh
COc1ccc2c(ccc[n+]2CC(=O)c2ccc(C)cc2)c1
→ -2	i	-2	0.5	-4	-1.6	-5	4	1
CC(NC(=O)Cc1cccs1)C(c1cccs1)N1CCN(c2ccccc2F)CC1 (stereo not drawn)
→ 7	i	14	-0.6	-12	-0.7	-3	2	6
COC(=O)CCCC1=CC2=C(c3ccccc3)C(=O)C(C)(OC(=O)C3CCCC3)C(=O)C2=CN1c1ccc(OC)cc1 (stereo not drawn)
→ -11	i	10	0.1	2	-0.3	1	-2	1
COc1ccc(NC(=S)N2CCCC2c2ccc(OC)c(OC)c2)cc1 (stereo not drawn)
→ -123	i	1	0.0	-12	-0.5	-2	-3	1
Cc1noc(C)c1Cn1c(C)c(C(=O)NCc2ccc3c(c2)OCCO3)sc1=O
→ -16	i	-1	0.8	-2	-0.3	0	-7	0
CCn1cc(CN2CCc3c([nH]c4ccccc34)C2c2ccc(F)c(OC)c2)c(C)n1 (stereo not drawn)
→ 4	.	8	-0.3	10	-0.8	-5	9	1
Cc1ccccc1CS(=O)(=O)c1cn(CC(=O)N2CCOCC2)c2ccccc12
→ 9	i	-7	-1.2	-16	0.1	0	5	-2
Cc1cc(N2CCN(S(=O)(=O)c3ccc(C)c(C)c3)CC2)c2ccccc2n1
→ 3	i	26	.	-11	-0.9	-4	4	-3
O=c1[nH]nc(Br)c(=O)n1C(c1ccccc1)c1ccccc1
→ -1	i	1	0.6	-1	-0.5	-5	0	5
COC(=O)c1ccc(Nc2cc(C)nc3ccccc23)cc1
→ 3	i	-6	1.9	-12	-1.0	-8	5	-6
CCCCc1cc(=O)oc2cc(C)cc(OC(C)C(=O)NC(Cc3c[nH]c4ccc(O)cc34)C(=O)O)c12 (stereo not drawn)
→ 1	.	-1	1.1	0	-0.7	-4	6	0
Clc1ccc(-c2nc3ccc(Br)cn3c2Cc2ccsc2)cc1
→ -32	i	9	-1.0	4	0.0	0	0	-5
COC(=O)CN1C(=O)C(O)(CC(=O)c2cccc(Br)c2)c2ccccc21 (stereo not drawn)
→ 7	i	-3	-0.6	1	-0.4	-2	-7	-2
Cc1ccc(SCC(=O)N(C)CC(=O)Nc2cccc(F)c2)cc1
→ 24	i	0	-0.6	3	-0.1	-1	-5	2
O=C(NNC(=O)c1nn(-c2ccc(F)cc2)ccc1=O)Nc1cccc(Cl)c1
→ 9	i	-1	-0.7	-3	-0.1	-9	-9	0

Other results follow:
Value order: MLLE-PAM2 inh	Neddylation inh	FAS TE block	MsrA inh	E coli Lon inh	Tb MetRS inh	MsrA act	CSN deneddyl inh	Rin1 Abl inh
CCCCN(C(=O)CCOc1ccc(OCC)cc1)c1c(N)n(Cc2ccccc2)c(=O)[nH]c1=O
→ -1	i	-7	-0.1	1	-0.3	-1	0	-4
Cc1cc(C)cc(NC(=O)NC2CCCCCCC2)c1
→ -7	i	9	-1.0	0	0.2	0	2	2
Cc1sc2nc(CSCC(=O)Nc3ccccc3C#N)[nH]c(=O)c2c1C
→ -22	i	-14	0.2	-18	-2.0	-16	4	2
CCc1nc2c(OCc3ccc(Cl)cc3)cccn2c1N(C)C(=O)c1ccccc1F
→ 3	i	21	-0.8	-1	0.0	1	1	-1
CC(C)CCNC(=O)NC(=O)COC(=O)C1=COCCO1
→ 4	i	-3	1.7	-4	-0.8	0	0	0
C=CCn1c(=O)c(C(=O)Nc2ccc(C)cc2)c(O)c2ccccc21
→ 6	.	16	1.8	2	-0.3	-2	-1	1
O=C(C1=C[C@@H](c2ccc3c(c2)OCO3)C[C@@H](OCc2ccc(CO)cc2)O1)N1CCOCC1
→ 9	i	-6	-0.3	5	-0.2	-2	-1	-1
COc1ccc2cc(CN(CC3COCCO3)S(=O)(=O)c3ccccc3)c(=O)[nH]c2c1 (stereo not drawn)
→ 7	i	0	0.7	-2	-2.1	-15	-1	2
CCC(CO)NCc1ccc2c(c1)n(C)c(=O)n2C (stereo not drawn)
→ -8	i	-8	0.3	-5	-1.3	-13	5	4
CCN(CC(=O)Nc1c(F)cccc1F)C(=O)/C=C/c1ccc2ccccc2n1
→ -4	i	1	0.6	-23	0.1	-4	61	2
O=C(NNC(=O)C1CC2CCC1C2)c1sc2ccccc2c1Cl (stereo not drawn)
→ -21	i	-1	0.1	4	1.2	-5	-4	1
COc1cccc(CN(C)C(=O)c2cccc(S(=O)(=O)N3CCN(c4ccccc4)CC3)c2)c1
→ 4	i	22	0.8	2	-0.3	-6	2	-3
Cc1oc(-c2cccs2)nc1CS(=O)CC(=O)NCCCOC(C)C (stereo not drawn)
→ 19	i	-10	-1.6	-2	0.2	3	0	2
COc1ccc(CCNC(=O)CSc2nc(-c3ccc(OC)c(OC)c3)ccc2C#N)cc1
→ -13	i	0	2.2	-1	-0.6	-10	0	0
CC(=O)Nc1ccc(S(=O)(=O)N[C@@H](C)C(=O)N(C)Cc2cccs2)cc1
→ -12	i	-2	0.0	-5	-0.2	-2	-1	2

In the list so far, these have an aryl thioether with sulfur outside any ring:
Value order: MLLE-PAM2 inh	Neddylation inh	FAS TE block	MsrA inh	E coli Lon inh	Tb MetRS inh	MsrA act	CSN deneddyl inh	Rin1 Abl inh
Cc1ccc(SCC(=O)N(C)CC(=O)Nc2cccc(F)c2)cc1
→ 24	i	0	-0.6	3	-0.1	-1	-5	2
COc1ccc(CCNC(=O)CSc2nc(-c3ccc(OC)c(OC)c3)ccc2C#N)cc1
→ -13	i	0	2.2	-1	-0.6	-10	0	0

Following part:
Value order: MLLE-PAM2 inh	Neddylation inh	FAS TE block	MsrA inh	E coli Lon inh	Tb MetRS inh	MsrA act	CSN deneddyl inh	Rin1 Abl inh
COc1ccc(NC(=O)c2sccc2-n2cccc2)cc1
→ -5	i	3	0.4	-10	-0.7	-5	-2	-5
O=c1c2ccccc2c(C=Nc2cccc(S(=O)(=O)NC3=NCCCCC3)c2)c(O)n1Cc1ccccc1
→ 6	i	65*	0.1	4	-0.2	-4	4	0
Cc1oc(-c2ccccc2)cc1C(=O)Nc1ccccc1
→ 1	i	12	-0.7	-4	-0.4	0	1	-4
CCc1nc2c(OCc3ccc(Cl)cc3Cl)cccn2c1N(C)C(=O)C(C)C
→ 8	i	9	-0.7	1	0.6	0	4	-2
O=C(Nc1ccc(F)cc1)c1ccccc1
→ -6	i	-6	-1.0	1	0.2	-2	-2	4
Cc1ccc(-c2ccc(CO)o2)cc1N
→ 6	i	-4	-0.9	8	-0.5	-2	-1	-4
CCc1cccc(NC(=O)Cn2c3[n+](c4ccc(C(F)(F)F)cc42)CCCCC3)c1
→ -113	i	23	-0.1	-11	0.3	-4	1	0
COC(=O)C(C(=O)OC)C(C(=O)OC)C(C(=O)OC)C(=O)OC
→ 10	i	-8	-1.1	-6	-0.9	-5	3	-2
Clc1ccc(-c2nc3n(n2)Cc2ccccc2-3)cc1
→ 1	i	-2	-1.1	8	-0.1	1	7	-4
CCNC(=S)NCCN1CCCCC1
→ 0	i	-5	0.2	-8	-0.2	1	-4	1
O=C(O)c1ccc(N/N=C/c2ccc(-c3ccc(Cl)cc3Cl)o2)cc1
→ -5	.	75*	-0.9	0	3.0	-4	31	-2
Cc1ccc(NC(=O)CN2C(=O)CCS(=O)(=O)c3ccccc32)cc1Cl
→ 1	i	-2	0.7	-9	0.0	-4	2	-1
COc1ccc(/C=C2/SC(=S)N(NS(=O)(=O)c3ccc(C)cc3)C2=O)cc1
→ -5	i	10	1.5	8	-0.5	-4	11	-1
Cc1ccccc1NC(=O)C1CC(Cl)=CCC1C(=O)O (stereo not drawn)
→ 7	i	-4	2.0	-8	-0.7	-3	-1	-3
O=C(COC(=O)c1ccc(F)c(S(=O)(=O)N2CCOCC2)c1)NC1CCCCC1
→ 7	i	-1	1.8	-2	-0.4	-4	-4	-3

New compounds follow
Value order: MLLE-PAM2 inh	Neddylation inh	FAS TE block	MsrA inh	E coli Lon inh	Tb MetRS inh	MsrA act	CSN deneddyl inh	Rin1 Abl inh
COc1ccc(/C=C/c2c(-c3ccc(OC)cc3)sc3ccc(N4CCOCC4)cc23)cc1
→ -4	.	32	.	-4	-0.2	-4	-1	-1
COc1cc(OC)c(OC)cc1/C=N/NC(=O)c1cccc(S(=O)(=O)N2CCOCC2)c1
→ 4	i	-5	4.2	1	-0.8	-4	-8	-2
Cc1cccc(C)c1NC(=O)C1c2ccccc2OCC(=O)N1CCc1c[nH]c2ccccc12 (stereo not drawn)
→ .	i	-3	-0.1	-10	-0.9	-3	-2	.
N#Cc1ccc(OCc2noc(-c3ccsc3)n2)cc1
→ -18	i	2	-0.5	4	0.2	-3	-4	1
CNc1ccc(-c2cccc(C(C)=O)c2)cn1
→ 8	i	-2	1.0	1	-0.3	1	4	-6
O=C(COC(=O)c1cccc(F)c1)Nc1cccnc1Cl
→ -6	i	-2	1.9	5	-0.3	-4	-3	-3
CCc1ccccc1N1CN(Cc2ccco2)CNC1=S
→ -64	i	-3	-0.8	-4	-0.2	-1	-2	0
O=C(C[n+]1ccc(C(=O)c2ccccc2)cc1)Nc1cccc([N+](=O)[O-])c1
→ .	i	19	-0.2	0	0.4	2	0	.
O=C(CSc1nc2ncccc2[nH]1)NCc1ccco1
→ 18	i	-6	1.6	7	0.3	-4	6	4
Cc1ccc(S(=O)(=O)N2CCCCC2)cc1NC(=O)CSc1nnc(C2CC2)n1C
→ -5	i	-3	-1.1	-2	-0.2	-2	5	-3
COCCNC(=O)c1ccccc1-c1nc(-c2ccccc2OC)no1
→ 7	i	-10	0.3	2	-0.5	-1	1	3
CC(C)N(C(=O)CSc1nnc(NC(=O)c2cccs2)s1)C(C)C
→ 3	i	-3	2.1	1	-0.5	-1	-3	-2
O=C(COC(=O)c1cccc(OC(F)F)c1)Nc1ncccn1
→ 5	i	-8	1.4	-9	-0.2	-6	-3	5
O=C(NCCNC1CCC(c2ccccc2)CC1)c1ccc(F)cc1 (stereo not drawn)
→ -2	i	-3	0.2	2	1.4	-1	5	1
CC(C)n1cnc2c(Nc3cccc(F)c3)nc(NCCO)nc21
→ 4	i	-5	0.2	10	-0.1	-2	-3	-2
CCOC(=O)C1CCN(c2nc3cc(OC)ccc3cc2C#N)CC1
→ 8	i	13	1.8	-7	-0.1	-3	2	1
C/C(=N\NC(=O)CCCNc1ccc(C)cc1)c1ccccn1
→ 10	i	-12	-0.2	-2	-0.6	-4	-5	2
CCC1CCCCN1C(=O)COc1cccc2c1CCN(C)C2=O (stereo not drawn)
→ 6	i	-3	0.2	-2	0.2	-1	-3	0
